High-throughput results as filed in PubChem BioAssay.
TNAP activation fold: human TNAP enzyme activators, primary screen, biochemical, luminescent, no phosphate acceptor, uHTS (AID 1001). purified TNAP, luminescent activation assay, no phosphate acceptor; higher activation fold means a stronger effect. one-dose activation fold at 20 µM; EC50 in µM for titrated hits. 200,000 compounds, 0.03% hits; in the data active = activation fold from about 3, or a potency from the dose series; inactive = the rest, 99 in 100 with activation fold below about 1.6; also: many of its hits are not listed in these tables
human PMI inhibitors: MPI inhibition at elevated mannose 6-phosphate – biochemical, fluorescence intensity, high mannose 6-phosphate, primary screen (AID 1220); recombinant PMI enzyme, coupled fluorescence intensity; higher % means a stronger effect; inhibition, % at 20 µM; hits with a dose series show IC50 in µM; 190,000 compounds, 0.66% hits
West Nile antiviral: inhibition of WNV-induced cytopathic effect – cell-based, CPE readout (AID 1621). West Nile virus-infected cells, CPE inhibition; higher % means a stronger effect. one-dose CPE inhibition, % at 10 µM; IC50 in µM for titrated hits. 290,000 compounds, 0.02% hits; in the data active = a potency from the dose series; inconclusive = CPE inhibition mostly from about 3.7% at the one dose, without a potency; inactive = the rest, 99 in 100 with CPE inhibition below about 2.2%; also: strong numbers were not always called active
Large T inhibition: TAg ATPase/helicase activity blockers – biochemical (AID 1903); SV40 large T antigen ATPase/helicase inhibition assay; higher % means a stronger effect; 310,000 compounds, 0.39% hits; inhibition, % at 20 µM, or IC50 in µM where a hit was titrated; in the data active = a potency from the dose series; inconclusive = inhibition mostly from about 32% at the one dose, without a potency; inactive = the rest, 99 in 100 with inhibition below about 32%; also: strong numbers were not always called active
RSV antiviral HEp-2: inhibition of RSV-induced cytopathic effect – HEp-2 cells, primary 10 µM value included (AID 2391). HEp-2 cells, RSV-induced CPE inhibition; higher % means a stronger effect. one-dose CPE inhibition, % at 10 µM; IC50 in µM for titrated hits. 310,000 compounds, 0.13% hits; in the data active = a potency from the dose series; inconclusive = CPE inhibition mostly from about 23% at the one dose, without a potency; inactive = the rest, 99 in 100 with CPE inhibition below about 21%; also: strong numbers were not always called active
Ins promoter up: MIN6 insulin promoter up-regulation; MIN6 insulin promoter-GFP reporter, high-content imaging; stronger effect = higher value; z-score at 5 µM; 190,000 compounds, 0.3% hits; AID 1625;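 active = z-score above 3 at 5 µM with at least 500 cells counted in the well; inconclusive = wells under 500 cells, flagged as cytotoxic or low count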
Salmonella PhoP GFP: inhibitors of PhoP regulon expression, primary screen, Salmonella Typhimurium, GFP reporter (AID 1863). inhibition, % at 50 µM, or IC50 in µM where a hit was titrated. S. Typhimurium PhoP-regulated promoter GFP reporter, 4 h; higher % means a stronger effect. 300,000 compounds, 0.16% hits;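 active = inhibition over 29.93%, a cutoff 3 SD above the screen mean, later confirmed by dose response; inconclusive = inhibition over 29.93% but no dose response follow-up; inactive = inhibition at most 29.93% or unconfirmed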;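 also: 0% = low Mg2+ inducing control and 100% = high Mg2+ repressing control; strong numbers were not always called active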
human PMI inhibition: MPI enzyme activity inhibition – biochemical, fluorescence intensity, coupled assay, primary screen (AID 1209); 190,000 compounds, 0.42% hits; inhibition, % at 20 µM; hits with a dose series show IC50 in µM; purified PMI enzyme, coupled fluorescence intensity; higher % means a stronger effect;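 also: plate controls were DMSO vehicle for no effect and wells lacking substrate for full effect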
CSM14.1 death rescue: rescue of cells from ER stress-induced death, primary screen, 384-well, CSM14.1, thapsigargin, ATP luminescence (AID 1222) | CSM14.1 thapsigargin-induced death rescue, ATP luminescence; higher % means a stronger effect | one-dose cellular ATP content (survival), % at 20 µM; EC50 in µM for titrated hits | 190,000 tested, under 10 active;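 active = EC50 below 50 µM in the dose-response confirmation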;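 also: death triggered by thapsigargin at about 15 µM added after 2 h compound pretreatment; cell ATP read after overnight thapsigargin exposure of roughly 18 to 22 hours; normalized against plate controls of thapsigargin alone and 5% DMSO vehicle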
Ins promoter up cell count: also measured in Ins promoter up; calls as there; cell count; measured here: cytotoxicity, nuclei count;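 total cells summed across four imaged fields per well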
Numbers without * were called inactive; ? = inconclusive; . = not tested or not shown. Rule as the data show it, unless noted: active = inhibition above about 50%; inactive = the rest.

The line under a structure holds: TNAP activation fold, human PMI inhibitors, West Nile antiviral, Large T inhibition, RSV antiviral HEp-2, Ins promoter up, Ins promoter up cell count, Salmonella PhoP GFP, human PMI inhibition, CSM14.1 death rescue
Cc1cc(/C=C(\C#N)C(=O)NCc2ccco2)c(C)[nH]1
  1.1, -9%, 0.1%, 1%, 1.9%, ., ., 4%, -4%, -0.7%
CCCCc1nnc(NC(=O)C23CC4CC(CC(NC(C)=O)(C4)C2)C3)s1
  ., ., -1.1%, 20%, 3.3%, ., ., -3%, ., .
O=C(C1CCN(S(=O)(=O)c2cccs2)CC1)N1CCc2ccccc2C1
  1, 0%, 1.1%, -4%, 2.5%, -0.65, 931, 0%, 0%, 1.8%
Cc1c(C(=O)N2CCCCC2)c(S(=O)(=O)N(C)Cc2ccccc2)c(C)n1C
  ., ., -0.5%, -1%, 1.3%, ., ., 4%, ., .
O=C(OCCOCCN=C1NS(=O)(=O)c2ccccc21)c1ccccc1Br
  ., ., -0.9%, -2%, 0.4%, ., ., 4%, ., .
CSc1nc(NC(C)C)nc(N2CCOCC2)n1
  1.1, 6%, 0.2%, 10%, 3.6%, -1.4, 1453, 4%, 11%, -1.5%
COc1ccccc1N(CC(=O)Nc1ccc(S(=O)(=O)N2CCOCC2)cc1)S(C)(=O)=O
  ., ., -0.3%, -13%, 0.9%, ., ., 1%, ., .
COc1ccc(-c2cnnc(N/N=C/c3ccc(O)c(OC)c3)n2)cc1
  1.2, -4%, 2.7%, 26%, 3.3%, -0.5, 1281, 2%, 4%, -3.5%
CN(C)C(=O)c1ccc2c(c1)n(C)c(=O)n2C
  1.1, -6%, 0.0%, 15%, -0.3%, 0.43, 1093, 4%, -8%, 1.3%
CC1CCCN(c2ccc3nncn3n2)C1 (centres undefined)
  ., ., 0.0%, 7%, 8.5%, ., ., 4%, ., .
O=S(=O)(Nc1nc2ccccc2nc1NCC1CCCO1)c1cccs1 (centres undefined)
  1.1, -2%, 0.4%, 14%, 0.8%, ., ., -8%, 0%, 0.3%
COC(=O)c1[nH]c2cccc(OC)c2c1NC(=O)CCN1CC(C)CC(C)C1 (centres undefined)
  1.1, 5%, 0.3%, 7%, -0.3%, 0.66, 1264, 2%, 0%, -3.5%
NS(=O)(=O)c1ccc(-n2nc(C(=O)O)cc2-c2ccc(Cl)cc2)cc1
  1, -20%, 0.1%, 4%, 0.4%, -0.41, 1337, 0%, -32%, .
Nc1nc(NC(=O)/C=C/c2ccccc2)nn1-c1ccccc1
  1, 2%, 1.2%, 13%, 4.3%, 0.6, 1228, -7%, -2%, -0.8%
Cc1ccc(Cn2cc(C(=O)NN)c(=O)c3ccc(F)cc32)cc1
  ., ., 1.4%, 8%, 5.6%, ., ., 4%, ., .
Cc1ccccc1C(=O)Nc1ccc2c(c1)nc(CCNC(=O)c1ccco1)n2C
  ., ., -0.6%, 3%, 2.3%, ., ., -5%, ., .
CC(C)c1csc(CN2CCC(CO)(Cc3ccccc3)CC2)n1
  1, -11%, -1.0%, 1%, -1.5%, 0.39, 1574, 7%, -4%, 0.9%
Cc1nnc2ccc(-c3ccc(NC(=O)c4ccco4)cc3)nn12
  1.1, -20%, 0.0%, 7%, -2.1%, -0.18, 1138, 6%, -14%, -0.1%
CCCS(=O)(=O)N1CCN=C1SCc1cccc2ccccc12
  1.1, 14%, ., 8%, 1.6%, -0.28, 1102, 5%, 15%, -1.6%
COc1ccc(NC(=S)N2CCN(Cc3ccc(C)cc3)CC2)cc1
  1.1, 1%, 0.4%, 10%, -1.5%, -0.09, 1550, 5%, 0%, -0.5%
O=C(Cn1nnc2ccccc2c1=O)N1CCCc2ccccc21
  1.1, -2%, -0.6%, -3%, 1.6%, 0.5, 1114, 20%, -8%, -1.7%
CC(=O)Nc1ccc(Nc2ncnc3c2cnn3-c2cccc(C)c2)cc1
  1.1, 17%, -0.2%, -2%, 0.7%, 0.89, 1901, -4%, 17%, -0.3%
COc1cccc(OCC(O)CN(CCO)Cc2ccccc2)c1 (centres undefined)
  1.1, 4%, -0.3%, -2%, -0.1%, -0.34, 1363, -3%, 5%, -1.2%
COc1ccc(CNC(=O)c2ccc(Cn3nc(C)c([N+](=O)[O-])c3C)o2)cc1
  1.1, ., 1.4%, 2%, 0.6%, 0.28, 1663, -3%, ., -1.3%
COC(=O)Cc1ccc(NC(=S)N2CCN(c3cc(Cl)ccc3C)CC2)cc1
  1.1, 17%, -0.9%, -5%, 1.8%, ., ., -4%, 16%, 3.0%
O=C(Cn1ncc2c(=O)oc3ccccc3c21)NCC1CCCO1 (centres undefined)
  1.1, 13%, 0.0%, 5%, 1.7%, ., ., 14%, 5%, .
O=C(COC(=O)/C=C/c1cccc([N+](=O)[O-])c1)NCc1ccc2c(c1)OCO2
  1.1, 4%, 0.0%, 4%, -0.8%, 0.27, 1221, -2%, 9%, -0.3%
COc1ccc(NC(=O)C/C(C)=N/NC(=O)c2cnccn2)c(OC)c1
  ., ., 0.1%, -1%, 0.4%, ., ., -1%, ., .
Cc1occc1C(=O)N(C)Cc1nc(-c2ccccc2)no1
  ., ., -0.7%, 5%, 7.7%, ., ., -6%, ., .
N#Cc1ccc(-c2ccc(Cl)cc2)nc1SCC(=O)c1cccc(Cl)c1
  1.1, -24%, 0.5%, 24%, 13%, 6.9*, 826*, 9%, -13%, -1.9%

Some values from the results shown.
Salmonella PhoP GFP with CC1CCCN(c2ccc3nncn3n2)C1 (centres undefined) reads 4%
Ins promoter up cell count with COC(=O)c1[nH]c2cccc(OC)c2c1NC(=O)CCN1CC(C)CC(C)C1 (centres undefined) reads 1264
Large T inhibition with O=C(Cn1ncc2c(=O)oc3ccccc3c21)NCC1CCCO1 (centres undefined) reads 5%

One compound at a time (already shown). Values in the order: TNAP activation fold	human PMI inhibitors	West Nile antiviral	Large T inhibition	RSV antiviral HEp-2	Ins promoter up	Ins promoter up cell count	Salmonella PhoP GFP	human PMI inhibition	CSM14.1 death rescue
COc1cccc(OCC(O)CN(CCO)Cc2ccccc2)c1 (centres undefined) reads 1.1	4%	-0.3%	-2%	-0.1%	-0.34	1363	-3%	5%	-1.2%
O=C(Cn1nnc2ccccc2c1=O)N1CCCc2ccccc21 reads 1.1	-2%	-0.6%	-3%	1.6%	0.5	1114	20%	-8%	-1.7%

(next part)
The line under a structure holds: TNAP activation fold, human PMI inhibitors, West Nile antiviral, Large T inhibition, RSV antiviral HEp-2, Ins promoter up, Ins promoter up cell count, Salmonella PhoP GFP, human PMI inhibition, CSM14.1 death rescue
Cc1nnsc1C(=O)NC1CCCCC1
  1.1, -4%, ?, -1%, 0.0%, 0.45, 1551, -2%, 0%, -0.2%
CC(=O)c1cc(-c2ccccc2)n(CCC(=O)NCc2cccs2)c1C
  1.1, 6%, -0.4%, 10%, -0.9%, -0.18, 1259, -4%, 7%, .
Cc1onc(-c2ccccc2)c1C(=O)N/N=C/c1cccs1
  ., ., 0.0%, 10%, ., 0.33, 1335, -1%, ., .
CCN(CC)CCn1c(=N)n(CC(=O)c2ccc(C)cc2)c2ccccc21
  ., ., 0.1%, 11%, -0.1%, ., ., -6%, ., .
CCOc1ccc(S(=O)(=O)Nc2ccc(C(=O)N3CCCC3)cc2)cc1
  ., ., -0.4%, -1%, 1.1%, ., ., 2%, ., .
CCOc1ccc(Cl)cc1CSc1n[nH]c(C)n1
  1.3, 11%, -0.9%, 2%, -2.2%, -0.41, 1475, 0%, 11%, 4.3%
O=C(CCN1C(=O)c2ccccc2C1=O)NCc1ccccc1
  ., ., -0.2%, 14%, 5.0%, ., ., -4%, ., .
CSCC[C@H](NC(=O)N1CCn2c1nc1ccccc12)C(=O)NCC1CCCO1 (some centres undefined)
  ., ., -0.1%, -3%, 2.1%, ., ., -5%, ., .
CC1CCCN(C(=O)c2ccc(OC3CCN(CCc4ccccc4)CC3)cc2)C1 (centres undefined)
  ., ., -0.7%, 9%, -0.4%, ., ., 8%, ., .
Cc1nccc2oc(=O)c(NC(=O)c3ccc(Cl)cc3)cc12
  1.1, -14%, 0.8%, -3%, 2.6%, -0.43, 1297, -4%, -19%, -0.3%
O=C(Cn1nnc2c(cnn2-c2ccc(F)cc2)c1=O)Nc1ccccc1C(F)(F)F
  1, -13%, -0.6%, ., 0.0%, -0.08, 1464, ., -4%, 3.8%
CCOC(=O)C1CCN(C(=O)COc2ccc(Cl)cc2Cl)CC1
  1, 9%, 0.0%, 1%, 0.0%, -0.4, 1291, 1%, 5%, -1.4%
c1ccc2c3c([nH]c2c1)-c1[nH]ncc1CC3
  1, 42%, -0.3%, 13%, 4.3%, 0.77, 1270, 37%, 49%, -4.4%
CC(CCc1ccccc1)NC(=O)c1ccccc1Cl (centres undefined)
  ., ., 0.9%, 5%, 2.2%, ., ., 1%, ., .
COc1ccccc1-c1cc(=O)c2c(O)ccc([N+](=O)[O-])c2o1
  ., ., 0.1%, 2%, -2.1%, 0.08, 1093, -2%, ., .
Clc1nc(N2CCOCC2)ncc1Br
  ., ., 0.2%, 11%, 0.6%, -0.6, 1132, 3%, ., .
Cc1nn(C)cc1CNC(=O)Nc1ccc(Br)cc1Cl
  1, 2%, -0.1%, -10%, 2.6%, 0.68, 1278, 1%, 9%, -2.2%
C=CCOC(=O)CCC(=O)Nc1cccc2ccccc12
  1.1, 11%, 0.3%, 16%, 1.6%, 0.11, 1289, 22%, 3%, .
COc1ccc(/C=N/NC(=O)c2ccccc2OCc2ccccc2)c(OC)c1
  1.1, -4%, -0.7%, 3%, 0.4%, 0.1, 1269, 10%, 1%, 1.7%
O=C(NCCN1CCOCC1)c1cc(-c2ccco2)on1
  1.1, -4%, ., 0%, -1.6%, ., ., -2%, -4%, -1.5%
O=C1OCC2=C1C(c1ccc(F)cc1)c1cc3c(cc1N2)OCCO3 (centres undefined)
  1.1, 0%, -1.0%, 12%, ., -0.39, 564, -1%, 0%, .
Cc1ccccc1Nc1nc(N)nc(COC(=O)C2CCCCC2)n1
  1, -3%, -0.8%, 3%, 1.5%, ., ., 15%, 10%, -5.3%

Another view of part of the listing above:
Molecule	TNAP activation fold	human PMI inhibitors	West Nile antiviral	Large T inhibition	RSV antiviral HEp-2	Ins promoter up	Ins promoter up cell count	Salmonella PhoP GFP	human PMI inhibition	CSM14.1 death rescue
O=C(CCN1C(=O)c2ccccc2C1=O)NCc1ccccc1	.	.	-0.2%	14%	5.0%	.	.	-4%	.	.
CN(C)C(=O)c1ccc2c(c1)n(C)c(=O)n2C	1.1	-6%	0.0%	15%	-0.3%	0.43	1093	4%	-8%	1.3%
